# XIAP antagonists – small molecules displacing peptide from XIAP – biochemical, IAP family, fluorescence polarization (AID 1018) | hit rate 0.007% among 200,000 | displacement, % at 20 µM, or IC50 in µM where a hit was titrated | XIAP BIR domain, fluorescence polarization peptide displacement; higher % means a stronger effect; in the data active = displacement above about 50%; also: a part of the inactive calls stands beside numbers as strong as those of hits
# Large T inhibition – SV40 large T antigen inhibitors, biochemical (AID 1903); inhibition, % at 20 µM, or IC50 in µM where a hit was titrated; hit rate 0.39% among 310,000; SV40 large T antigen ATPase/helicase inhibition assay; higher % means a stronger effect; in the data active = a potency from the dose series; inconclusive = inhibition mostly from about 32% at the one dose, without a potency; inactive = the rest, 99 in 100 with inhibition below about 32%; also: strong numbers were not always called active
# LYP phosphatase – PTPN22 lymphoid phosphatase activity blockers – biochemical, fluorescence intensity, uHTS (AID 1779). hit rate 0.054% among 290,000. recombinant LYP phosphatase, fluorescence intensity; higher % means a stronger effect. inhibition, % at 11.5 µM, or IC50 in µM where a hit was titrated; in the data active = inhibition above about 50%;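 also: plate controls were vehicle with enzyme for no effect and no enzyme for full effect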
# NS5 inhibitors – flavivirus cap methylation enzyme inhibition – biochemical, confirmation dose response, primary screen (AID 588689); hit rate 0.3% among 340,000; inhibition, % at 25 µM; hits with a dose series show IC50 in µM; Dengue-2 NS5 methyltransferase capping enzyme assay, biochemical; higher % means a stronger effect; in the data active = a potency from the dose series; inconclusive = inhibition above about 29% without an active follow-up result
# Rac1 GTP hydrolysis – MgcRacGAP GTPase-activating activity inhibitors, confirmation, biochemical, ADP Hunter fluorescence. MgcRacGAP-stimulated Rac1 GTP hydrolysis, ADP Hunter fluorescence; higher % means a stronger effect; GST-tagged Rac1 F28L mutant substrate. inhibition, % at 30 µM, or IC50 in µM where a hit was titrated. hit rate 0.6% among 340,000;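 active = first-screen hits whose inhibition reached a set limit at any dose in the follow-up dose series; inconclusive = inhibition above the set first-screen limit but never retested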;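 also: fluorescence reports GDP produced by GAP-driven GTP hydrolysis; strong numbers were not always called active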
# Siah-1 displacement – Siah-1 peptide-binding antagonists, primary screen, biochemical, fluorescence polarization, rhodamine-plectin, uHTS (AID 1817); Siah-1 / rhodamine-plectin peptide fluorescence polarization; higher % means a stronger effect; displacement, % at 20 µM, or IC50 in µM where a hit was titrated; hit rate 0.02% among 290,000;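 active = displacement of at least 50% at 20 µM, with a fluorescence ratio check between 0.3 and a set limit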;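 also: plate controls were Siah plus tracer with DMSO for no effect and tracer alone without Siah for full effect; strong numbers were not always called active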
# RSV CPE inhibition – RSV antiviral activity via CPE protection, HEp-2 cells, primary 10 µM value included (AID 2391); HEp-2 cells, RSV-induced CPE inhibition; higher % means a stronger effect; CPE inhibition, % at 10 µM; hits with a dose series show IC50 in µM; hit rate 0.13% among 310,000; in the data active = a potency from the dose series; inconclusive = CPE inhibition mostly from about 23% at the one dose, without a potency; inactive = the rest, 99 in 100 with CPE inhibition below about 21%; also: strong numbers were not always called active
# AID2073 – disruptors of CaV2.2 binding to Mint1 – biochemical, HTRF (AID 2073) | HTRF protein-protein interaction, Mint1-CaV2.2; higher % means a stronger effect | one-dose inhibition, % at 20 µM; IC50 in µM for titrated hits | hit rate 0.19% among 290,000; in the data active = inhibition mostly above about 51%, no sharp cut-off; inconclusive = no clear call, values can overlap the other calls; inactive = mostly below about 53%; also: some results filed as inactive read as strong as hits
# HIV fusion peptide – cell-free HIV fusion peptide-binding blockers – biochemical, uHTS, fluorescence dequenching, primary screen (AID 1986) | inhibition, % at 20 µM; hits with a dose series show IC50 in µM | hit rate 0.3% among 290,000 | cell-free peptide binding, fluorescence dequenching, 30 min; higher % means a stronger effect; in the data active = inhibition mostly above about 52%, no sharp cut-off; inactive = mostly below about 76%; also: some results filed as inactive read as strong as hits
# NS5 inhibitors pilot replicate – second read-out of NS5 inhibitors, no call of its own (marks repeat the call); inhibition, %; measured here: pilot screen replicate inhibition
# The depositor's hits bear a star; ? = inconclusive; nt = not tested or not shown.
SMILES,XIAP antagonists,Large T inhibition,LYP phosphatase,NS5 inhibitors,Rac1 GTP hydrolysis,Siah-1 displacement,RSV CPE inhibition,AID2073,HIV fusion peptide,others
COc1c(O)ccc2cnn(-c3ccccc3C)c(=O)c12,-1.7%,15.0%,-3.0%,3.9%,3.6%,0.3%,2.3%,-8.3%,-0.9%,
COc1ccc(CSCC(=O)NN=C2CCN(C)CC2)cc1,-6.1%,8.6%,0.4%,nt,1.6%,7.0%,0.0%,3.8%,-2.2%,
CCOC(=O)C(C)Oc1cccc2c(=O)n(CC(=O)NCCc3ccccc3)ccc12 (stereo not drawn),nt,15.1%,-4.7%,-5.4%,10.6%,-4.4%,0.5%,2.8%,-1.7%,
CSCCC(NC(=O)c1ccccc1)C(=O)NCCc1ccccc1 (stereo not drawn),nt,1.4%,-10.1%,6.5%,5.5%,-4.2%,0.4%,8.1%,-1.7%,
CCOCCCNc1nc2c(c(=O)n(C)c(=O)n2C)n1CCCc1ccccc1,-2.1%,3.2%,-8.5%,-8.9%,8.7%,-1.6%,0.1%,15.8%,-1.4%,
COc1ccc(NC(=O)COC(=O)[C@@H]2CCCN2C(=O)c2cccs2)c(OC)c1,-0.8%,5.6%,-7.8%,-5.0%,7.2%,0.5%,0.9%,-6.6%,0.2%,NS5 inhibitors pilot replicate=-7.0
Cn1c(=O)c2c(C(=O)O)cc(-c3ccccc3)nc2n(Cc2ccccc2)c1=O,nt,9.0%,-11.0%,4.2%,7.5%,1.1%,1.4%,4.7%,6.2%,
CCN(Cc1ccccc1)C(=O)C(=O)c1cn(CC(=O)N2CCCC2)c2ccccc12,nt,10.5%,3.8%,-3.5%,5.6%,0.9%,2.4%,9.8%,0.6%,
CCN(CC(=O)Nc1ccc(N2CCOCC2)cc1)Cc1nc2ccccc2c(=O)[nH]1,-2.5%,-7.6%,-12.7%,-3.4%,8.8%,-4.5%,1.2%,-17.6%,-2.1%,
Cc1ccc(C(=O)N2CCN(c3ccc(NC(=O)CSc4ccc(Cl)cc4)cc3)CC2)cc1,-2.5%,1.0%,-3.3%,0.0%,1.4%,2.3%,0.9%,9.4%,-1.7%,
CCSc1nc2sc3c(c2c(=O)n1CC)CCC3,nt,0.0%,-5.4%,nt,10.4%,-5.9%,16.8%,7.4%,-2.4%,
Cc1c(C(C)NC(=O)c2cc(COc3cccc4cnccc34)on2)cnn1C (stereo not drawn),nt,2.4%,-8.0%,-7.0%,4.9%,9.4%,-1.3%,-3.5%,1.5%,

# Reprinted at random: 4 entries already listed
SMILES,XIAP antagonists,Large T inhibition,LYP phosphatase,NS5 inhibitors,Rac1 GTP hydrolysis,Siah-1 displacement,RSV CPE inhibition,AID2073,HIV fusion peptide,others
Cc1ccc(C(=O)N2CCN(c3ccc(NC(=O)CSc4ccc(Cl)cc4)cc3)CC2)cc1,-2.5%,1.0%,-3.3%,0.0%,1.4%,2.3%,0.9%,9.4%,-1.7%,
COc1c(O)ccc2cnn(-c3ccccc3C)c(=O)c12,-1.7%,15.0%,-3.0%,3.9%,3.6%,0.3%,2.3%,-8.3%,-0.9%,
CCN(Cc1ccccc1)C(=O)C(=O)c1cn(CC(=O)N2CCCC2)c2ccccc12,nt,10.5%,3.8%,-3.5%,5.6%,0.9%,2.4%,9.8%,0.6%,
Cc1c(C(C)NC(=O)c2cc(COc3cccc4cnccc34)on2)cnn1C (stereo not drawn),nt,2.4%,-8.0%,-7.0%,4.9%,9.4%,-1.3%,-3.5%,1.5%,

# Other compounds follow.
SMILES,XIAP antagonists,Large T inhibition,LYP phosphatase,NS5 inhibitors,Rac1 GTP hydrolysis,Siah-1 displacement,RSV CPE inhibition,AID2073,HIV fusion peptide,others
CCc1ccccc1NC(=O)CCS(=O)(=O)c1ccc2c(c1)CCCN2C(C)=O,nt,9.2%,-11.4%,0.9%,2.0%,-8.4%,0.8%,3.3%,0.0%,
COc1ccc(S(=O)(=O)NNC(=O)C23CC4CC(CC(C4)C2)C3)cc1[N+](=O)[O-],nt,9.6%,nt,-3.7%,5.7%,nt,-1.5%,nt,nt,
CCOc1cc(C(=O)Nc2cccnc2)cc(OCC)c1OCC,nt,3.6%,-10.3%,-9.3%,-5.5%,10.6%,1.6%,2.1%,2.1%,
Cc1ccc(S(=O)(=O)N2CCCCCC2)cc1C(=O)Nc1cccnc1,nt,11.9%,-1.2%,-7.8%,8.8%,-0.9%,1.8%,6.1%,0.3%,
CCNc1oc(COc2cccc(C)c2)nc1C#N,-3.7%,5.3%,-9.0%,-7.1%,7.4%,-3.7%,4.3%,-3.5%,-1.3%,
C=CCn1c(SCC(=O)NC2CC2)nnc1-c1cccc(OC)c1,nt,15.6%,0.0%,-0.7%,6.7%,-1.0%,2.0%,-2.3%,0.9%,
Cc1[nH]ccc(=O)c1OCc1ccc(Cl)cc1,-1.5%,13.7%,-2.4%,-3.9%,8.2%,0.3%,-0.9%,19.3%,1.8%,
CCCNC(=O)C1(CC2CC(c3ccccc3)=NO2)CCN(C(=O)c2cc(OCC)c(OCC)c(OCC)c2)CC1 (stereo not drawn),nt,4.2%,nt,0.0%,-11.7%,nt,7.9%,nt,nt,
CCN1C(=O)N[C@@H](CCc2ccccc2)C(C(C)=O)=C1C,nt,3.7%,nt,-4.0%,10.8%,nt,-1.1%,nt,nt,
Cc1ccc(S(=O)(=O)N/N=C\c2cccnc2)cc1,-1.9%,4.6%,-11.3%,0.0%,-2.2%,-3.3%,0.4%,-18.9%,-2.0%,
O=C(NCC1CCCO1)c1ccc2c(=O)n(Cc3cccc(Br)c3)c(=S)[nH]c2c1 (stereo not drawn),-1.8%,9.7%,-4.5%,-2.9%,6.8%,4.7%,0.1%,-0.7%,0.1%,
COc1ccccc1-c1nc(=S)c(C(C)=O)c(C)[nH]1,nt,10.2%,-2.1%,nt,nt,10.6%,nt,-28.3%,-0.7%,
O=C(c1noc2c1CCCC2)N1CCC(CO)(Cc2ccccc2Cl)CC1,-1.6%,3.5%,-2.5%,-1.5%,1.0%,14.4%,6.3%,-7.9%,2.0%,
CCOc1cccc(C(=O)Nc2ccc3oc(-c4cccnc4)nc3c2)c1,nt,7.7%,-1.6%,-2.3%,12.5%,-1.4%,12.7%,20.4%,1.3%,
CCOc1ccc(N2C(=O)CC(N(CCc3ccc(OC)c(OC)c3)C(=S)Nc3ccccc3)C2=O)cc1 (stereo not drawn),-4.0%,5.2%,-7.4%,-4.5%,6.4%,-2.6%,?,7.3%,10.2%,
O=C(CSc1nc2ccccc2c(=O)n1-c1ccc(F)cc1F)Nc1ccc(N2CCOCC2)cc1,-0.9%,5.2%,0.8%,-4.4%,2.7%,-3.5%,5.9%,-0.4%,-1.9%,
CCOC(=O)c1cc2c(=O)n3cccc(C)c3nc2n(CCOC)c1=NC(C)=O,nt,14.5%,-32.6%,nt,nt,7.6%,2.7%,11.3%,1.8%,
COCCCn1c(SCc2nc3ccccc3c(=O)[nH]2)nc2ccccc2c1=O,0.9%,0.6%,-0.4%,-13.9%,8.9%,2.3%,6.2%,-21.3%,-2.6%,
Cc1ccc(NC(=O)CN2C(=O)c3ccccc3C2=O)nc1,-2.3%,-1.9%,-4.9%,nt,nt,-1.9%,0.7%,0.6%,-0.4%,
Cc1cc(OC(C)C(=O)Nc2ccccc2C(=O)N2CCCC2)ccc1Cl (stereo not drawn),nt,6.0%,-11.5%,4.0%,4.8%,-3.2%,1.4%,4.6%,-0.8%,
COc1cc(SC)ccc1C(=O)Nc1ccc2c(c1)CCC2,nt,13.8%,4.4%,-7.9%,1.8%,-0.2%,?,4.6%,0.9%,
O=c1c2c(nc3cc(-c4ccc(F)cc4)[nH]n13)CCCC2,-5.3%,6.6%,-12.0%,-0.7%,21.2%,-5.5%,5.2%,1.5%,9.6%,
Clc1ccc(Cc2nc(-c3cccnc3)no2)cc1,-6.9%,14.3%,-3.7%,-3.4%,-0.4%,2.1%,3.2%,0.3%,0.4%,
CCCCCN(C(=O)CCC(=O)OCC(=O)c1ccc(F)c(F)c1)c1c(N)n(CCCC)c(=O)[nH]c1=O,nt,9.4%,nt,1.4%,5.5%,nt,0.5%,nt,nt,
Cc1ccc(Nc2cc(C)nn2-c2nc(C)cc(C)n2)cc1,-3.9%,7.6%,-2.9%,-8.1%,7.6%,-2.0%,9.7%,-5.8%,0.0%,
CNC(=S)NCCc1cc2c(OC)ccc(OC)c2[nH]c1=O,-4.8%,12.9%,-2.0%,3.6%,11.2%,8.6%,1.9%,11.5%,-2.5%,
Cc1nnc(-c2ccccc2)nc1N1CCOCC1,-4.0%,-1.4%,-6.1%,9.2%,11.7%,0.9%,2.6%,0.1%,-1.5%,
C=C(C)[C@H]1CC=C(C)/C(=N/NC(=O)CNc2ccccc2OC)C1,-3.4%,6.4%,4.4%,5.6%,8.8%,-2.2%,2.5%,12.9%,-1.9%,
Cc1ccc(S(=O)(=O)N2CCN(C(=O)c3c(-c4ccccc4)noc3C)CC2)cc1C,nt,5.7%,-13.8%,-1.6%,8.8%,0.7%,2.8%,2.1%,-0.4%,
CCOc1ccccc1N(C)S(=O)(=O)c1ccc2c(c1)CC(C)N2C(=O)C1CC1 (stereo not drawn),nt,3.3%,-6.0%,-6.2%,1.7%,-2.0%,1.2%,12.4%,-1.1%,
COc1ccc(C(C)(C)C)cc1S(=O)(=O)n1ccnc1C,-7.2%,6.8%,0.9%,-8.6%,2.3%,7.1%,1.6%,-3.8%,0.2%,
CCOCCCNC(=O)c1cn(C)c2ccc(S(=O)(=O)N3CCCCC3)cc2c1=O,nt,2.9%,-8.1%,3.5%,-2.8%,0.4%,2.9%,3.0%,1.7%,
Cc1ccc(SC[C@H](c2ccccc2)N2CCN(CC(C)C)CCC2=O)cc1,nt,nt,-1.8%,1.6%,6.6%,-3.9%,nt,2.2%,-0.7%,
Cc1nnc(SCc2cccc3ccccc23)s1,nt,5.7%,-2.1%,0.8%,12.2%,4.3%,2.2%,2.7%,-0.6%,
CCOC(=O)C1=C(N)Oc2cc(O)ccc2C1c1ccc([N+](=O)[O-])cc1 (stereo not drawn),-3.5%,4.2%,6.7%,2.3%,11.1%,-9.8%,52.0%,21.6%,-1.6%,
O=C(CSc1nnnn1C1CCCCC1)Nc1cccc(NC(=O)c2ccco2)c1,0.6%,7.9%,4.0%,-11.7%,1.4%,5.7%,1.6%,0.4%,-1.2%,

# By substructure, the entries above with a thiophene ring, fused or not
SMILES,XIAP antagonists,Large T inhibition,LYP phosphatase,NS5 inhibitors,Rac1 GTP hydrolysis,Siah-1 displacement,RSV CPE inhibition,AID2073,HIV fusion peptide,others
COc1ccc(NC(=O)COC(=O)[C@@H]2CCCN2C(=O)c2cccs2)c(OC)c1,-0.8%,5.6%,-7.8%,-5.0%,7.2%,0.5%,0.9%,-6.6%,0.2%,NS5 inhibitors pilot replicate=-7.0
CCSc1nc2sc3c(c2c(=O)n1CC)CCC3,nt,0.0%,-5.4%,nt,10.4%,-5.9%,16.8%,7.4%,-2.4%,

# Compound activity from PubChem.
